Screens: PubChem BioAssay, several laboratories
NOD1 inhibition: NOD1 signaling inhibitors, primary screen, cell-based, luminescence, uHTS (AID 1578). inhibition, % at 4 µM; hits with a dose series show EC50 in µM. NOD1-driven NF-kB luciferase reporter cells, luminescence; higher % means a stronger effect. 1% of 290,000 active; in the data active = inhibition mostly above about 36%, no sharp cut-off; inactive = mostly below about 34%;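 also: HEK-293T reporter cells stimulated with the NOD1 agonist gamma-tri-DAP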
GPR35 arrestin U2OS: GPR35 antagonists blocking zaprinast-driven arrestin recruitment, primary screen, imaging, U2OS, beta-arrestin-GFP, zaprinast agonist (AID 2058) | G-protein coupled receptor 35 (Homo sapiens) | U2OS GPR35 beta-arrestin-GFP translocation imaging, zaprinast antagonism; higher % means a stronger effect | one-dose inhibition, % at 10 µM; IC50 in µM for titrated hits | 0.052% of 290,000 active;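 active = inhibition of at least 50% with at least 30 cells and total cytoplasm GFP at most 10,000,000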
KOR beta-arrestin-1: KOR agonists, beta-arrestin recruitment, primary screen, cell-based, luminescence, uHTS (AID 1777). activation, % at 10 µM; hits with a dose series show EC50 in µM. KOR beta-arrestin recruitment, luminescence; higher % means a stronger effect. 0.02% of 280,000 active; in the data active = activation above about 50%, passing the limit was not always enough; also: a part of the inactive calls stands beside numbers as strong as those of hits
HIV peptide binding: inhibitors of HIV fusion peptide binding, primary screen, biochemical, uHTS, fluorescence dequenching (AID 1986); cell-free peptide binding, fluorescence dequenching, 30 min; higher % means a stronger effect; inhibition, % at 20 µM; hits with a dose series show IC50 in µM; 0.3% of 290,000 active; in the data active = inhibition mostly above about 52%, no sharp cut-off; inactive = mostly below about 76%; also: some results filed as inactive read as strong as hits
NS5 inhibitors: Dengue-2 NS5 methyltransferase inhibitors, primary screen, biochemical, confirmation dose response (AID 588689); Genome polyprotein (Dengue virus type 2 (strain 16681-PDK53)); Dengue-2 NS5 methyltransferase capping enzyme assay, biochemical; higher % means a stronger effect; one-dose inhibition, % at 25 µM; IC50 in µM for titrated hits; 0.3% of 340,000 active; in the data active = a potency from the dose series
West Nile virus CPE: West Nile virus antiviral activity, cell-based, CPE readout (AID 1621); West Nile virus-infected cells, CPE inhibition; higher % means a stronger effect; 0.02% of 290,000 active; CPE inhibition, % at 10 µM, or IC50 in µM where a hit was titrated; in the data active = a potency from the dose series; also: strong numbers were not always called active
GPR55 activation: GPR55 agonists via beta-arrestin recruitment, primary screen, imaging, U2OS cells, beta-arrestin-GFP redistribution (AID 1961); G-protein coupled receptor 55 (Homo sapiens); U2OS GPR55 beta-arrestin-GFP redistribution imaging; higher % means a stronger effect; activation, % at 10 µM, or EC50 in µM where a hit was titrated; 0.048% of 290,000 active;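 active = activation above 40% with more than 50 cells counted in the well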;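 also: U2OS osteosarcoma cells stably expressing GPR55 and beta-arrestin-GFP; plate controls were DMSO negative control for no effect and LPI positive control for full effect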
GPR55 antagonists: GPR55 antagonists blocking LPI-driven arrestin recruitment, primary screen, imaging, U2OS, beta-arrestin-GFP, LPI agonist (AID 2013). G-protein coupled receptor 55 (Homo sapiens). 0.13% of 290,000 active. U2OS GPR55 beta-arrestin-GFP translocation imaging, LPI antagonism; higher % means a stronger effect. inhibition, % at 10 µM; hits with a dose series show IC50 in µM;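 active = spots per cell inhibited over 60%, with over 100 cells counted and total cytoplasm intensity under 500,000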;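 also: U2OS cells stably carrying GPR55 and arrestin-GFP stimulated by 5 µM LPI near EC80; imaged beta-arrestin-GFP aggregate spots per cell after agonist stimulation; plate controls were LPI-stimulated DMSO wells for no effect and DMSO wells without LPI for full effect; some results filed as inactive read as strong as hits; confirmed hits need IC50 under 10 µM and bright autofluorescent wells are also inconclusive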
KOR beta-arrestin-2: KOR antagonists, beta-arrestin recruitment, cell-based, luminescence, uHTS (AID 1778); Kappa-type opioid receptor (Homo sapiens); KOR beta-arrestin recruitment, luminescence, antagonist mode; higher % means a stronger effect; inhibition, % at 10 µM; hits with a dose series show IC50 in µM; 0.091% of 290,000 active; in the data active = inhibition above about 50%; also: strong numbers were not always called active
An asterisk follows results filed as active; / = not tested or not shown; [ ] = another dose, or the depositor's remark.

1	CCCC(C(=O)NC1CCCCC1)N(Cc1ccco1)C(=O)CNS(=O)(=O)c1ccccc1 (stereo unspecified)
2	O=C(CCCOc1ccc(Cl)cc1Cl)NCCc1ccccn1
3	N#CC(=C=[N-])c1nc2ccccc2nc1-[n+]1cccc(NC(=O)c2cccs2)c1
4	CCOc1ccccc1NC(=O)NC(C)c1ccc2c(c1)OCO2 (stereo unspecified)
5	CCc1ccc2[nH]c(C(=O)Nc3ccc4c(c3)OCO4)cc2c1
6	CCOC(=O)N/N=C\c1ccc(-c2cc(Cl)ccc2Cl)o1
compound no.,1,2,3,4,5,6
NOD1 inhibition,-14%,-15%,-9%,-11%,0%,-37%
GPR35 arrestin U2OS,-4%,-10%,9%,4%,-5%,13%
KOR beta-arrestin-1,0.3%,1.0%,3.7%,0.2%,2.5%,/
HIV peptide binding,0.6%,0.4%,8.8%,-0.5%,0.1%,-0.1%
NS5 inhibitors,10%,-9%,-4%,3%,-7%,/
West Nile virus CPE,-0.1%,-1.2%,0.1%,-0.3%,-0.2%,-1.0%
GPR55 activation,-0.1%,-0.1%,0.7%,0.2%,-0.2%,-0.1%
GPR55 antagonists,4%,2%,-10%,7%,12%,-5%
KOR beta-arrestin-2,11%,14%,5%,-3%,7%,-30%[20 µM]

7	COc1ccc(C2C(C(C)=O)=C(O)C(=O)N2c2nccs2)cc1 (stereo unspecified)
8	Cc1ccc(NS(=O)(=O)c2cc(C(=O)Nc3cccc(N(C)S(C)(=O)=O)c3)ccc2C)c(C)c1
9	O=S(=O)(NC1CCCCC1)c1ccc(-c2csnn2)s1
10	Cc1ccc(-n2nc(C)c3c(C)c(CCC(=O)NCc4ccccc4)c(C)nc32)cc1
11	COc1cccc(C(=O)NCC2CCCN(C(=O)c3ccc(C=O)cc3)C2)c1OC (stereo unspecified)
12	CSc1snnc1-c1ccccc1
compound no.,7,8,9,10,11,12
NOD1 inhibition,-14%,-1%,2%,0%,-40%,-31%
GPR35 arrestin U2OS,8%,-8%,-4%,3%,2%,21%
KOR beta-arrestin-1,3.3%,4.1%,-8.6%,-10%,0.9%,-2.7%
HIV peptide binding,-1.3%,2.0%,-2.7%,1.5%,-0.2%,-2.8%
NS5 inhibitors,-6%,-1%,-2%,-3%,3%,-6%
West Nile virus CPE,0.5%,-0.9%,-0.6%,-0.1%,1.0%,-0.1%
GPR55 activation,-0.2%,0.1%,0.2%,-0.2%,-0.1%,-0.5%
GPR55 antagonists,-3%,25%,9%,10%,9%,6%
KOR beta-arrestin-2,4%,2%,-15%,33%,3%,-3%

13	O=S1(=O)[C@H]2C[C@@H]3C=C[C@@]2(CN1Cc1ccccc1F)O3
14	Cc1cc(C)cc(C(=O)NCC(=O)NCc2ccc(S(N)(=O)=O)cc2)c1
15	CCOC(=O)c1noc(C)c1C(=O)Nc1cccc(F)c1
16	Cc1nc2ccccc2n1CC(=O)N/N=C\C=C\c1ccccc1
17	C[C@H]1[C@H](C)CC[C@]2(C)CC[C@]3(C)C(=CC[C@@H]4[C@@]5(C)CC[C@@H](O)[C@](C)(C(=O)O)[C@@H]5CC[C@]43C)[C@H]12
18	CC(/C=C1\SC(=O)N(CC(=O)Nc2cccc(O)c2)C1=O)=C\c1ccccc1
compound no.,13,14,15,16,17,18
NOD1 inhibition,-30%,-5%,-20%,23%,-10%,4%
GPR35 arrestin U2OS,-3%,-2%,7%,12%,-18%,-10%
KOR beta-arrestin-1,-2.7%,-2.4%,0.5%,/,0.3%,-0.9%
HIV peptide binding,0.6%,0.3%,2.1%,-4.3%,39%,-2.4%
NS5 inhibitors,-6%,-1%,/,3%,/,5%
West Nile virus CPE,0.9%,0.7%,0.2%,-0.5%,1.5%,-0.4%
GPR55 activation,-0.2%,0.0%,-0.3%,-0.2%,-0.1%,-0.3%
GPR55 antagonists,-8%,5%,10%,5%,-9%,6%
KOR beta-arrestin-2,-31%[20 µM],1%,-26%,/,-37%,-4%

19	CC(=O)N1CCN(C(=O)C(Cc2c[nH]c3ccccc23)NC(=O)c2ccccc2Cl)CC1 (stereo unspecified)
20	CC1=C(C(N)=O)C(c2sccc2C)n2nnnc2N1 (stereo unspecified)
21	CCc1nnc(NC(=O)c2cccc(S(=O)(=O)N3CCc4ccccc43)c2)s1
22	COc1cc(C(c2nnnn2C(C)(C)C)N2CCN(C)CC2)cc(OC)c1OC (stereo unspecified)
23	CN(C(=O)c1ccccc1Cl)c1ccccc1C(=O)NCc1ccccc1
24	COc1cccc(NC(=O)C2C3C=CC4(O3)C2C(=O)N(C(C)C)C4C(=O)NC2CCCCC2C)c1 (stereo unspecified)
compound no.,19,20,21,22,23,24
NOD1 inhibition,-40%,12%,22%,-27%,3%,-17%
GPR35 arrestin U2OS,18%,4%,12%,15%,-6%,-12%
KOR beta-arrestin-1,3.8%,-4.3%,-0.3%,3.2%,-3.3%,-2.0%
HIV peptide binding,-0.4%,0.5%,25%,-2.1%,-0.9%,0.6%
NS5 inhibitors,-4%,0%,-1%,/,3%,5%
West Nile virus CPE,-0.6%,-0.1%,0.2%,-0.4%,-0.7%,-0.1%
GPR55 activation,0.3%,0.3%,0.3%,-0.3%,-0.1%,-0.3%
GPR55 antagonists,-3%,9%,-1%,10%,-6%,8%
KOR beta-arrestin-2,-59%,/,6%,38%,4%,3%

25	OCCC1CN(Cc2cc(F)ccc2-n2cccn2)CCN1Cc1ccc(F)cc1 (stereo unspecified)
26	O=C(OCc1cc(Cl)ccc1OC(F)F)c1cccnc1
27	COc1cccc(N2C(=O)C(Cc3c[nH]c4ccccc34)NC2=S)c1 (stereo unspecified)
28	Cc1ccc(-c2onc(C)c2C)cc1S(=O)(=O)N1CC(C)Oc2ccccc21 (stereo unspecified)
29	CCn1c(SCC(=O)N(C)CC(=O)Nc2ccc(F)c(F)c2F)nnc1-c1ccco1
30	CCOC(=O)c1c(C)n(C)c2cc(-c3cccc(C(F)(F)F)c3)c(O)cc12
compound no.,25,26,27,28,29,30
NOD1 inhibition,-4%,-18%,34%,-14%,-11%,-20%
GPR35 arrestin U2OS,16%,8%,11%,2%,-7%,0%
KOR beta-arrestin-1,1.1%,7.5%,4.8%,0.3%,-1.4%,2.8%
HIV peptide binding,-0.6%,6.4%,-1.6%,-1.5%,-0.8%,1.3%
NS5 inhibitors,2%,-1%,-13%,0%,-4%,-2%
West Nile virus CPE,-0.2%,0.6%,0.3%,2.4%,-0.5%,-0.3%
GPR55 activation,0.0%,0.2%,0.4%,0.2%,-0.1%,-0.2%
GPR55 antagonists,-6%,2%,-11%,6%,19%,-11%
KOR beta-arrestin-2,5%,0%,6%,-12%,23%,4%

31	O=C(CCCCn1c(=O)[nH]c2ccsc2c1=O)NCc1cccnc1
32	Cc1nn(Cc2ccc(C(=O)N3CCCC3)o2)c(C)c1[N+](=O)[O-]
33	O=c1/c(=C\c2cccnc2)sc2nc3ccccc3n12
34	CC(C)[C@H](NC(=O)c1ccccc1)C(=O)OCC(=O)N1CCCc2ccccc21
35	c1cncc(CSc2nnc(-c3cccnc3)n2Cc2ccco2)c1
36	COc1cc2c(cc1OC)C(C(=O)Nc1cc(OC)c(OC)c(OC)c1)C(c1cccnc1)N(C)C2=O (stereo unspecified)
compound no.,31,32,33,34,35,36
NOD1 inhibition,-24%,-29%,-15%,17%,-5%,-15%
GPR35 arrestin U2OS,-9%,6%,6%,3%,-2%,-21%
KOR beta-arrestin-1,-3.1%,0.0%,3.9%,-2.9%,8.9%,-1.1%
HIV peptide binding,1.5%,-0.7%,-0.5%,-0.9%,5.6%,-1.1%
NS5 inhibitors,0%,3%,-1%,8%,/,2%
West Nile virus CPE,0.7%,-0.5%,0.1%,-0.6%,-0.8%,0.5%
GPR55 activation,0.0%,0.3%,-0.1%,-0.2%,0.2%,0.1%
GPR55 antagonists,4%,0%,8%,5%,-3%,9%
KOR beta-arrestin-2,-11%,-19%,5%,14%,1%,13%

An excerpt from above with just West Nile virus CPE, KOR beta-arrestin-2 and HIV peptide binding:
No. | Molecule | West Nile virus CPE | KOR beta-arrestin-2 | HIV peptide binding
31 | O=C(CCCCn1c(=O)[nH]c2ccsc2c1=O)NCc1cccnc1 | 0.7% | -11% | 1.5%
32 | Cc1nn(Cc2ccc(C(=O)N3CCCC3)o2)c(C)c1[N+](=O)[O-] | -0.5% | -19% | -0.7%
33 | O=c1/c(=C\c2cccnc2)sc2nc3ccccc3n12 | 0.1% | 5% | -0.5%
34 | CC(C)[C@H](NC(=O)c1ccccc1)C(=O)OCC(=O)N1CCCc2ccccc21 | -0.6% | 14% | -0.9%

(next part)
37	O=C(O)CN(CCO)CCN(CC(=O)O)CC(=O)O
38	COCC(=O)N1CCC(Oc2ccc(C(=O)N3C[C@H]4CC[C@H]3C4)cc2)CC1
39	COCCNC(=O)c1ccc(N2CCC3(CC2)OCCO3)c([N+](=O)[O-])c1
40	COc1cccc(CCNC(=O)CC2C(=O)NCCN2CC(C)(C)C)c1 (stereo unspecified)
41	CCN(CC)P(=O)(Nc1cccc(C(F)(F)F)c1)c1ccc(N(C)C)cc1NC(=O)c1ccco1 (stereo unspecified)
42	COc1ccc(CNC(=O)/C=C/c2ccco2)cc1OC
compound no.,37,38,39,40,41,42
NOD1 inhibition,-24%,-27%,-29%,-8%,-19%,3%
GPR35 arrestin U2OS,11%,8%,9%,-8%,-12%,-9%
KOR beta-arrestin-1,-1.2%,-1.8%,-0.9%,-3.8%,0.5%,-4.3%
HIV peptide binding,5.0%,-0.3%,0.5%,0.4%,0.0%,4.1%
NS5 inhibitors,/,-12%,-2%,8%,-7%,-5%
West Nile virus CPE,0.3%,-0.6%,-0.8%,0.0%,-1.6%,0.7%
GPR55 activation,-0.1%,0.9%,0.2%,-0.2%,0.6%,0.1%
GPR55 antagonists,-2%,7%,2%,11%,13%,0%
KOR beta-arrestin-2,1%,8%,14%,-17%,15%,0%

43	CCCc1nc(SCC(=O)N2CCCCCC2)c2c(=O)n(C)c(=O)n(C)c2n1
44	COc1ccc(NC(=O)C2CCOC(C)(C)C2)cc1 (stereo unspecified)
45	COc1ccc(NC(=O)CN(C)C2CCCCC2)c([N+](=O)[O-])c1
46	c1ccc(C(c2c[nH]c3ccccc23)c2c[nH]c3ccccc23)nc1
compound no.,43,44,45,46
NOD1 inhibition,-6%,-11%,-20%,-40%
GPR35 arrestin U2OS,-9%,9%,8%,-8%
KOR beta-arrestin-1,16%,4.2%,-1.7%,3.2%
HIV peptide binding,0.2%,0.3%,-1.4%,-3.5%
NS5 inhibitors,/,/,0%,-6%
West Nile virus CPE,-0.9%,-0.1%,-0.1%,1.2%
GPR55 activation,-0.1%,-0.2%,-0.1%,0.0%
GPR55 antagonists,-5%,5%,3%,13%
KOR beta-arrestin-2,-21%,-12%,28%,-90%

A portion of the library. The share of hits here may be higher or lower than overall.
